Compound activity deposited in PubChem BioAssay by National Center for Advancing Translational Sciences (NCATS).
DT40 TDP1 CPT: growth inhibition of DT40 Tdp1-/-;hTDP1 cells with camptothecin (screen for TDP1 inhibitors). chicken DT40 Tdp1-/-;hTDP1 cells + 20 nM CPT, ATP luminescence, 48 h. Potency, µM (titrated, usually from 46.2 µM), without a hit: at the top dose activity change, negative = growth inhibition, actives largely listed as inhibitors. 12% of 420,000 active. AID 686979; note: nearly all actives have a fitted effect of over 55% in size
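Chicken DT40 Tdp1-/- cells complemented with human TDP1, 400 cells/well, exposed to compounds plus 20 nM camptothecin for at least 48 h at 37 C; viability read as ATP content by CellTiter-Glo luminescence.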
DT40 TDP1 no CPT: qHTS for Inhibitors of human tyrosyl-DNA phosphodiesterase 1 (TDP1): qHTS in cells in absence of CPT; 15% of 420,000 active; DT40 Tdp1-/- hTDP1 cells, no CPT, ATP luminescence, 48 h; Potency, µM (top dose mostly 46.2 µM), inactives show at the top dose activity change, negative = growth inhibition, hits mostly inhibitors; AID 686978, 2013; note: nearly all actives have a fitted effect of over 55% in size
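DT40 Tdp1-/-;hTDP1 cells, no CPT (DMSO vehicle only), 400 cells/well; compounds pin-transferred; ≥48 hr, 37 °C; CellTiter-Glo 30 min RT dark, luminescence read.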
TDP1 block: TDP1 (human) enzyme inhibition; recombinant TDP1, AlphaScreen DNA substrate cleavage; Q9NUW8; AID 485290; Potency, µM (highest dose often 130 µM), for the others: at the top dose activity change, negative = inhibition, most hits filed as inhibitors; 0.28% of 350,000 active; note: nearly all actives have a fitted effect of over 40% in size
Target sequence (Q9NUW8 whole entry, looked up): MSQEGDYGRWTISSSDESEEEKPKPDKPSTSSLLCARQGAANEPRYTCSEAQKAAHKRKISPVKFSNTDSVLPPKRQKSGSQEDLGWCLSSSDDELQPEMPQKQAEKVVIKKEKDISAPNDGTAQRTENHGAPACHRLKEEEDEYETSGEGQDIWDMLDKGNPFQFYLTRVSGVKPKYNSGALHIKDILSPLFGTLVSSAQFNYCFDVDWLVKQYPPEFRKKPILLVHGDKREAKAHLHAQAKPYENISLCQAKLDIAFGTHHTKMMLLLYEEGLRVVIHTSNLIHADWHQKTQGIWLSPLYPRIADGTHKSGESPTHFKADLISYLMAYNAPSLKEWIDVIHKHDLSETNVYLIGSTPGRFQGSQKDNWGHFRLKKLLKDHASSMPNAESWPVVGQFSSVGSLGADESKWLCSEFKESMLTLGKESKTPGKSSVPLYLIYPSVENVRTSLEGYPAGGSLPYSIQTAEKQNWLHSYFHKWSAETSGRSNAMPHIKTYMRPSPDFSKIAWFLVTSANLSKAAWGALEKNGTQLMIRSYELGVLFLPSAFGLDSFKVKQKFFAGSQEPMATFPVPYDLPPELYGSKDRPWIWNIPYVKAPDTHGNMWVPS
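Recombinant E. coli-expressed Tdp1 (1 nM) preincubated with compound 15 min at RT, then 5'-biotin/3'-phosphotyrosine-FITC DNA substrate (15 nM) added for 5 min. AlphaScreen beads (10 ug/ml) added, 10 min RT; tyrosine-FITC cleavage read as signal loss.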
Starred values were filed as active, the others as inactive; & = joins results of further samples; [ ] = another dose, or the depositor's remark. Calls come from the whole dose curve; as a rule, active = well fitted curve in the direction sought with a large enough effect; inconclusive = small, poorly fitted or top-dose-only effect, or another doubt; inactive = no such curve, though single readings can be large; an effect the other way counts as inactive or inconclusive. % is set by controls: 0 for no effect and ±100 for the full control effect; potency is the fitted concentration of half-maximal effect.

What do the screens show for `Cc1ccc(-c2nc(CS(=O)(=O)CC(=O)Nc3ccc(Br)cc3F)c(C)o2)cc1`?
DT40 TDP1 CPT: inconclusive; DT40 TDP1 no CPT: inconclusive; TDP1 block: 1%

How did NC1=NC(=O)/C(=C/c2ccccc2OCC(=O)Nc2ccc(F)cc2)S1 do in these assays?
DT40 TDP1 CPT: -9%; DT40 TDP1 no CPT: 6%

What do the screens show for `CCOc1ccccc1NC(=O)COC(=O)CNS(=O)(=O)c1ccc(C)cc1`?
DT40 TDP1 CPT: 9%; DT40 TDP1 no CPT: -14%; TDP1 block: -1%

Results for COc1ccc(C(=O)Nc2ccc3c(c2)OCCO3)c(OC)c1 ?
DT40 TDP1 CPT: -18%; DT40 TDP1 no CPT: -24%

How did Cc1ccc(SCCNC(=O)c2ccc(CN3CCOCC3)cc2)cc1 do in these assays?
DT40 TDP1 CPT: inconclusive; DT40 TDP1 no CPT: -44%; TDP1 block: 3%

Results for COc1cccc2cc(-c3csc(-c4ccc(Cl)cc4)n3)c(=O)oc12 ?
DT40 TDP1 CPT: -9%; DT40 TDP1 no CPT: -5%; TDP1 block: -1%

How did COc1ccc(CN2CCN(C(=O)c3ccco3)CC2)c(OC)c1OC do in these assays?
DT40 TDP1 CPT: -3%; DT40 TDP1 no CPT: -2%

What do the screens show for `O=Cc1ccc(OCc2cccc(C(F)(F)F)c2)cc1O`?
DT40 TDP1 CPT: inconclusive; DT40 TDP1 no CPT: inconclusive; TDP1 block: -13%

What do the screens show for `Cc1ccc(Cl)cc1N1CCN(c2nc3ccc(C(=O)c4ccccc4)cc3n3cnnc23)CC1`?
DT40 TDP1 CPT: 18µM*; DT40 TDP1 no CPT: 23µM*; TDP1 block: 3%

How did C[C@@H]1ON(C)[C@H]2C[C@H]3c4cc(-c5cccc(F)c5)ccc4CCN3C(=O)[C@@H]12 do in these assays?
DT40 TDP1 CPT: inconclusive; DT40 TDP1 no CPT: inconclusive

How did CNc1ccnc(-c2ccccc2C(F)(F)F)n1 do in these assays?
DT40 TDP1 CPT: 3%; DT40 TDP1 no CPT: 11%; TDP1 block: -2%[56.1 µM]

What do the screens show for `CCN1C(=O)CC(Sc2ccccc2N)C1=O` (stereo not given)?
DT40 TDP1 CPT: 20%; DT40 TDP1 no CPT: -8%; TDP1 block: 3%

What do the screens show for `COc1ccccc1CNS(=O)(=O)c1ccc(C)cc1`?
DT40 TDP1 CPT: -26%; DT40 TDP1 no CPT: inconclusive; TDP1 block: 1%

Results for CCN(C(=O)CSc1nc2n[nH]c(C)c2c(=N)n1-c1ccc(Cl)c(C)c1)c1cccc(C)c1 ?
DT40 TDP1 CPT: 18µM*; DT40 TDP1 no CPT: 21µM*; TDP1 block: 6%

How did CCc1cc2c(=O)c(-c3nc4ccccc4[nH]3)coc2c(CN2CCCCC2C)c1O (stereo not given) do in these assays?
DT40 TDP1 CPT: inconclusive; DT40 TDP1 no CPT: 10µM*; TDP1 block: 5%

What do the screens show for `COc1ccc(CNc2ncncc2-c2cccnc2)c(OC)c1`?
DT40 TDP1 CPT: -1%; DT40 TDP1 no CPT: -23%

What do the screens show for `CC(C)CC(=O)Nc1c2c(nn1-c1ccc([N+](=O)[O-])cc1)CS(=O)(=O)C2`?
DT40 TDP1 CPT: 8%; DT40 TDP1 no CPT: 20%

What do the screens show for `CN1CCN(c2ccc(S(=O)(=O)N3CCCCC3)cc2NC(=O)c2ccc(C#N)cc2)CC1`?
DT40 TDP1 CPT: -2%; DT40 TDP1 no CPT: 4%; TDP1 block: 3%

How did OC(COc1cccc2ccccc12)CN1CCN(c2ccccc2Cl)CC1 (stereo not given) do in these assays?
DT40 TDP1 CPT: 18µM*; DT40 TDP1 no CPT: inconclusive; TDP1 block: -1%

What do the screens show for `CC(CN1CCCC1)OC(=O)c1ccccc1Cl` (stereo not given)?
DT40 TDP1 CPT: 4%; DT40 TDP1 no CPT: 1%; TDP1 block: 5%

Results for Cc1cc(CNC(=O)C(C)n2cc([N+](=O)[O-])cn2)c2ccccc2n1 (stereo not given) ?
DT40 TDP1 CPT: inconclusive; DT40 TDP1 no CPT: 21µM*; TDP1 block: 5%

How did COc1ccc(C(=O)NC(=S)NCc2ccc(-c3nc4ccccc4o3)cc2)cc1OC do in these assays?
DT40 TDP1 CPT: -22%; DT40 TDP1 no CPT: -22%; TDP1 block: 4%

How did CC(C)(C)Cc1nnc(NS(C)(=O)=O)s1 do in these assays?
DT40 TDP1 CPT: -17%; DT40 TDP1 no CPT: -20%

Results for C=C1NN(Cc2ccccc2)C(=O)N1c1ccc(OCc2ccccc2)cc1 ?
DT40 TDP1 CPT: 11µM*; DT40 TDP1 no CPT: 11µM*

What do the screens show for `O=C(CC1C(=O)NCCN1CCCc1ccccc1)NCCc1ccccc1F` (stereo not given)?
DT40 TDP1 CPT: -23%; DT40 TDP1 no CPT: inconclusive; TDP1 block: 6%

What do the screens show for `COc1ccc2c(c1)C(=O)CC(c1ccc(OC)c(OC)c1)O2` (stereo not given)?
DT40 TDP1 CPT: -25%; DT40 TDP1 no CPT: -28%

Results for CCc1c(C)sc(NC(=O)OC)c1C(N)=O ?
DT40 TDP1 CPT: 3%; DT40 TDP1 no CPT: -7%; TDP1 block: 4%

What do the screens show for `S=C(NCCCc1cnc[nH]1)NCCCN(Cc1ccc(Cl)cc1)c1ccc(-c2ccccc2)cn1`?
DT40 TDP1 CPT: inconclusive; DT40 TDP1 no CPT: -19%

Results for CC(=O)Nc1cc2c3ccccc3ccc2c2ccccc12 ?
DT40 TDP1 CPT: -9%; DT40 TDP1 no CPT: -18%

What do the screens show for `O=C(CNC(=O)c1ccco1)OCc1ccc(Cl)cc1`?
DT40 TDP1 CPT: -7%; DT40 TDP1 no CPT: 0%; TDP1 block: 5%

How did CCC(C)(C)C(=O)Nc1cccc(Cl)c1C do in these assays?
DT40 TDP1 CPT: -5%; DT40 TDP1 no CPT: 2%; TDP1 block: 5%

Results for COc1cc(/C=C/C(=O)OC(C)C(=O)c2ccccc2)cc(OC)c1OC (stereo not given) ?
DT40 TDP1 CPT: 21µM*; DT40 TDP1 no CPT: 15µM*; TDP1 block: 0%

What do the screens show for `Cc1nc2sc(C(c3cccs3)N3CCC(C(N)=O)CC3)c(O)n2n1` (stereo not given)?
DT40 TDP1 CPT: 2%; DT40 TDP1 no CPT: 3%; TDP1 block: 0%

What do the screens show for `Cc1ccccc1Nc1nc(N)nc(COC(=O)CCNS(=O)(=O)c2ccccc2)n1`?
DT40 TDP1 CPT: -2%; DT40 TDP1 no CPT: 2%

Results for Cc1cc(C(=O)COC(=O)c2ccccc2NCCO)c(C)n1CC1CCCO1 (stereo not given) ?
DT40 TDP1 CPT: inconclusive; DT40 TDP1 no CPT: 15µM*; TDP1 block: 8%

Results for CCN(c1ccc(NC(=O)CCNC(=O)c2ccco2)cc1)C(C)C ?
DT40 TDP1 CPT: -16%; DT40 TDP1 no CPT: inconclusive; TDP1 block: -8%

Results for CCn1c2ccccc2c2nc3cc(C(=O)O)ccc3nc21 ?
DT40 TDP1 CPT: 12%; DT40 TDP1 no CPT: -26%; TDP1 block: 0%

How did O=C(O)c1ccccc1C(=O)c1cccc2c(Br)cccc12 do in these assays?
DT40 TDP1 CPT: -12%; DT40 TDP1 no CPT: -16%

What do the screens show for `COc1ccc(-c2cc3c(=O)n(CC(=O)NCc4cccnc4)ncn3n2)cc1`?
DT40 TDP1 CPT: inconclusive; DT40 TDP1 no CPT: inconclusive

What do the screens show for `Cc1ccc(O)c(NC(=O)c2cc(-c3ccc4c(c3)OCO4)on2)c1`?
DT40 TDP1 CPT: -4%; DT40 TDP1 no CPT: -21%; TDP1 block: -6%

How did Cc1ccc(C)n1Cc1ccccc1Cl do in these assays?
DT40 TDP1 CPT: 2%; DT40 TDP1 no CPT: -13%; TDP1 block: -3%

How did c1ccc(Sc2ccccc2CN2CCCC2)cc1 do in these assays?
DT40 TDP1 CPT: 8%; DT40 TDP1 no CPT: -25%

How did Cc1nc([N+](=O)[O-])nn1C12CC3CC(CC(Br)(C3)C1)C2 do in these assays?
DT40 TDP1 CPT: 23µM*; DT40 TDP1 no CPT: inconclusive; TDP1 block: 3%

Results for COc1ccc(-c2nn(C)c(=O)c3ccccc23)cc1NC(=O)COc1ccc(C)cc1 ?
DT40 TDP1 CPT: 23µM*; DT40 TDP1 no CPT: 18µM*

How did Cc1ccc(C)c(NC(=O)Cn2c(=O)ccc3cc(S(=O)(=O)N4CCCC4)ccc32)c1 do in these assays?
DT40 TDP1 CPT: inconclusive; DT40 TDP1 no CPT: inconclusive; TDP1 block: 4%

What do the screens show for `Cc1cc(C)cc(NC(=O)C2(c3cccs3)CCOCC2)c1`?
DT40 TDP1 CPT: inconclusive; DT40 TDP1 no CPT: inconclusive; TDP1 block: 0%&5%

How did COc1cccc(CSc2nc3n(n2)C(CC(C)C)C(C(=O)Nc2ccccc2C)=C(C)N3)c1 (stereo not given) do in these assays?
DT40 TDP1 CPT: inconclusive; DT40 TDP1 no CPT: -38%; TDP1 block: 4%

What do the screens show for `NC(=O)c1ccccc1NC(=O)Cc1cccs1`?
DT40 TDP1 CPT: 3%; DT40 TDP1 no CPT: -12%; TDP1 block: 2%

6 structures out of the list, ordered by SMILES length, smallest number first:
How did OC(COc1cccc2ccccc12)CN1CCN(c2ccccc2Cl)CC1 (stereo not given) do in these assays?
DT40 TDP1 CPT: 18µM*; DT40 TDP1 no CPT: inconclusive; TDP1 block: -1%

What do the screens show for `Cc1nc2sc(C(c3cccs3)N3CCC(C(N)=O)CC3)c(O)n2n1` (stereo not given)?
DT40 TDP1 CPT: 2%; DT40 TDP1 no CPT: 3%; TDP1 block: 0%

What do the screens show for `Cc1ccc(O)c(NC(=O)c2cc(-c3ccc4c(c3)OCO4)on2)c1`?
DT40 TDP1 CPT: -4%; DT40 TDP1 no CPT: -21%; TDP1 block: -6%

How did Cc1nc([N+](=O)[O-])nn1C12CC3CC(CC(Br)(C3)C1)C2 do in these assays?
DT40 TDP1 CPT: 23µM*; DT40 TDP1 no CPT: inconclusive; TDP1 block: 3%

Results for Cc1cc(CNC(=O)C(C)n2cc([N+](=O)[O-])cn2)c2ccccc2n1 (stereo not given) ?
DT40 TDP1 CPT: inconclusive; DT40 TDP1 no CPT: 21µM*; TDP1 block: 5%

How did C[C@@H]1ON(C)[C@H]2C[C@H]3c4cc(-c5cccc(F)c5)ccc4CCN3C(=O)[C@@H]12 do in these assays?
DT40 TDP1 CPT: inconclusive; DT40 TDP1 no CPT: inconclusive

(listing goes on)
Results for CCOC(=O)Cn1c(=O)oc2cc(S(=O)(=O)NCCc3ccc(OCC)c(OCC)c3)ccc21 ?
DT40 TDP1 CPT: -22%; DT40 TDP1 no CPT: inconclusive; TDP1 block: -2%

What do the screens show for `CC(=O)Nc1ccccc1C(=O)N1CC2(C)CC1CC(C)(C)C2` (stereo not given)?
DT40 TDP1 CPT: -5%; DT40 TDP1 no CPT: -1%; TDP1 block: 7%

What do the screens show for `Cc1cc(C)c(S(=O)(=O)c2ccccc2)c(OC(=O)c2c(Cl)cccc2Cl)n1`?
DT40 TDP1 CPT: -18%; DT40 TDP1 no CPT: -11%; TDP1 block: 3%

How did CCCCn1nc(NC(=O)COC)c2cc3ccc(C)cc3nc21 do in these assays?
DT40 TDP1 CPT: -15%; DT40 TDP1 no CPT: inconclusive

How did O=S(=O)(c1cccc2ccccc12)N1CCC2CC1c1cc(-c3ccc(F)cc3)ccc12 (stereo not given) do in these assays?
DT40 TDP1 CPT: inconclusive; DT40 TDP1 no CPT: inconclusive

Results for NC(=O)C1CCN(C(=O)CSc2ccsc2[N+](=O)[O-])CC1 ?
DT40 TDP1 CPT: -12%; DT40 TDP1 no CPT: -15%; TDP1 block: -12%

How did CC(C(=O)N1c2ccc(F)cc2CCC1C)N1C(=O)c2ccccc2C1=O (stereo not given) do in these assays?
DT40 TDP1 CPT: -21%; DT40 TDP1 no CPT: -12%; TDP1 block: -1%

Results for CC1CN(C(=O)COC(=O)c2ccc(Cl)c(N)c2)CC(C)O1 (stereo not given) ?
DT40 TDP1 CPT: 7%; DT40 TDP1 no CPT: -16%; TDP1 block: 6%

Results for COc1ccc(N2CCN(C(=O)CN=C3NS(=O)(=O)C(c4ccc(C)cc4)=C3C)CC2)cc1 ?
DT40 TDP1 CPT: -17%; DT40 TDP1 no CPT: -27%; TDP1 block: 6%

Results for CCOC(=O)c1ccc(NC(=S)N2CCCC2)cc1 ?
DT40 TDP1 CPT: 6%; DT40 TDP1 no CPT: 1%

Results for Cc1ccc(CCN2CC(C(=O)NCc3cccnc3)CC2=O)cc1 (stereo not given) ?
DT40 TDP1 CPT: -9%; DT40 TDP1 no CPT: -7%

Results for O=C(CN1C(=O)c2ccccc2C1=O)Nc1nccs1 ?
DT40 TDP1 CPT: 25%; DT40 TDP1 no CPT: 2%; TDP1 block: -5%
